VLA-4 inh = inhibition in human VLA-4 binding assay, primary screen, VLA-4 allosteric modulator project, MLPCN library, flow cytometry, VLA-4 expressing cells; Integrin alpha-4 (Homo sapiens), P13612; ligand binding flow cytometry; inhibition, % (about 7 µM as worked out from the volumes in the protocol); 0.2% of 330,000 active; AID 2557, 2010; in the data active means inhibition above about 50%
Target sequence (P13612 whole entry, looked up): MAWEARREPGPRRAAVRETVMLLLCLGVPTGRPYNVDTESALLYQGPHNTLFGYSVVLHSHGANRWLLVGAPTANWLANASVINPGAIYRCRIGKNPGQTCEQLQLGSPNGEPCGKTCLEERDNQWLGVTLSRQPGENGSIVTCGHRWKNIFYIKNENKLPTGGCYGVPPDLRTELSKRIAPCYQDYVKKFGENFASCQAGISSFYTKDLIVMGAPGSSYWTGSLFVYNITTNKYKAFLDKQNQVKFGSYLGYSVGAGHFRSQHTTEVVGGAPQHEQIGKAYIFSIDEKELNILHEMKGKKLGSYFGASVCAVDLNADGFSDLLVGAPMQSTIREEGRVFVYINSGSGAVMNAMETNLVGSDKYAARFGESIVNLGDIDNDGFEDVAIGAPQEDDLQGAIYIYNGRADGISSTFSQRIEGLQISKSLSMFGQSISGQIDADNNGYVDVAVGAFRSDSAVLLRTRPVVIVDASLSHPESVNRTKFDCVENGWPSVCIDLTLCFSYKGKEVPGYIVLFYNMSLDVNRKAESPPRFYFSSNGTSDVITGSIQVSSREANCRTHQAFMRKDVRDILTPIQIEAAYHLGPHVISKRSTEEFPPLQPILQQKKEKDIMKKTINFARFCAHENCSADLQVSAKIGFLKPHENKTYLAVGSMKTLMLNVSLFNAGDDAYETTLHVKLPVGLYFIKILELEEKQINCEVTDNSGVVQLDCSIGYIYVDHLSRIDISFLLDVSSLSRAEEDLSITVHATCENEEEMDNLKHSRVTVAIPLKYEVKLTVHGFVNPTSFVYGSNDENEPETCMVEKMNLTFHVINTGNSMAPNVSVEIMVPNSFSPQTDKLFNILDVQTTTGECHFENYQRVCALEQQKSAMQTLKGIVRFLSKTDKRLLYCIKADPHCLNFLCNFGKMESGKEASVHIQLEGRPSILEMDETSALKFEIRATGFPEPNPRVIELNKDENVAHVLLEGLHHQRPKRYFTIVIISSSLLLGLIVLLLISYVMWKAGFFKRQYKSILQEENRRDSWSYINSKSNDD
GRK2 aptamer HTS = compounds blocking aptamer binding on GRK2 – biochemical, human GRK2, bead flow cytometry, HTS, primary screen; Beta-adrenergic receptor kinase 1 (Homo sapiens), P25098; FAM-aptamer displacement from GRK2; inhibition of aptamer binding, % at 10 µM; 0.59% of 330,000 active; AID 488847, 2010;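 active means inhibition of aptamer binding above 40%, roughly 3 SD of noise, on plates passing a quality check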;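 further: median bead fluorescence of bound FAM aptamer so fluorescent compounds give negative values; no value below 0 was filed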
HCV core dimer = inhibitors of HCV core protein dimerization, primary screen, biochemical, TR-FRET, high-throughput; TR-FRET GST/Flag-core106 dimerization, 1536-well; inhibition, % at 5 µM; 0.33% of 300,000 active;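 active means inhibition above the mean of all tested compounds plus 3 SD, set per screening campaign, cut at about 45% in these data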
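Assay system: Tagged HCV core106 pair (GST and Flag) | Buffer or medium: KF-containing HEPES buffer, pH 7.45, DTT, CHAPS, BSA | Also added: Eu donor and XL665 acceptor anti-tag antibodies | Dosing: One concentration, 5 µM, in 0.5% DMSO | Timing: 4 h at 22.5 °C | Technique: TR-FRET 671 and 617 nm emission | Repeats: Singlicate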
proCasp7 act = procaspase-7 activators, primary screen, counter-screen for procaspase-3 activator project, biochemical, absorbance, HTS, human; Caspase-7 (Homo sapiens), P55210; recombinant procaspase-7, Ac-DEVD-pNA absorbance 405 nm; D23A/D198A/D206A triple mutant, cannot self-cleave; scale: DMSO 0, 5 µM enzyme 100; activation, % at 8.5 µM; 0.093% of 330,000 active; AID 463210, 2010;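 active means percent activation above the screen-wide mean plus 3 SD, cut at about 25% in these data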
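Assay system: Uncleavable procaspase-7 mutant enzyme | Input: 2 µM procaspase-7 mutant as dispensed | Timing: 1 h compound preincubation, 2 h substrate cleavage, 25 °C | Repeats: One well per compound | Control set: DMSO wells as 0%, DMSO with 5 µM added PC-7 as 100% | Technique: Epi-absorbance of released pNA at 405 nm, two timepoints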
JMJD2C inh = inhibitors of GASC-1 histone demethylase, primary screen, biochemical, fluorescence, DELFIA europium. AID 2099, 2009. Lysine-specific demethylase 4C (Homo sapiens), Q9H3R0. GST-JMJD2C(1-420) H3K9me3 demethylation. 0.069% of 330,000 active. inhibition, % at 2.35 µM;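 active means more than half of a compound's replicate wells show inhibition beyond 50%, single wells judged on their own value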;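 further: signal counts dimethyl H3K9 product captured on neutravidin plate; 0% = median of DMSO wells and 100% = 0.3 times that DMSO median; strong numbers were not always called active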
PP5 primary = PP5 phosphatase inhibitors, primary screen, biochemical, fluorescence | Serine/threonine-protein phosphatase 5 (Homo sapiens), P53041 | purified PP5c, OMFP substrate fluorescence | inhibition, % at 6.7 µM | 0.18% of 320,000 active | AID 1987, 2009;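 active means inhibition above the campaign's mean inhibition across all tested compounds plus 3 SD, cut at about 9.5% in these data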;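 further: 0% = DMSO only and 100% = 100 µM cantharidin control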
PP1 inh = PP1-alpha phosphatase inhibitors, primary screen, counter-screen for PP5 inhibitor project, biochemical, fluorescence, OMFP substrate, single point; Serine/threonine-protein phosphatase PP1-alpha catalytic subunit (Homo sapiens), P62136; purified PP1alpha; inhibition, % at 6.7 µM; 0.9% of 320,000 active;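 active means inhibition above the mean inhibition of all tested compounds plus 3 SD, computed separately for each screening campaign, cut at about 15% in these data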
procasp3 activ = activators of human procaspase-3 D3A mutant, primary screen, biochemical, absorbance, PC-3 D3A mutant, single concentration. Caspase-3 (Homo sapiens), P42574. recombinant procaspase-3 D3A, Ac-DEVD-pNA absorbance 405 nm. activation, % at 8.5 µM. 0.11% of 330,000 active;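 active means activation above the mean of all tested compounds plus 3 SD, cut at about 21% in these data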;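 further: 0% = DMSO alone and 100% = DMSO wells spiked with extra 5 µM PC-3 D3A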
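assay system = Procaspase-3 D3A mutant | signal = absorbance at 405 nm, 0 and 120 min | times = 1 h preincubation plus 2 h reaction at 25 °C | repeats = single replicate | read-out = % activation between DMSO and enzyme-spiked controls | medium = Zinc-free HEPES saline buffer with Triton X-100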
Fh CTSL1 inh = Fasciola hepatica cathepsin L1 inhibitors, primary screen, counter-screen for PFM18AAP inhibitor project, biochemical, QFRET, fluorogenic peptide substrate; inhibition, % at 5.96 µM; recombinant F. hepatica cathepsin L1, Z-Leu-Arg-MCA fluorescence; 0.49% of 300,000 active;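 active means inhibition above the mean of all tested compounds plus 3 SD, set per screening campaign, cut at about 17% in these data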;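 further: 0% = plate median of test compound wells and 100% = 1 µM Z-Phe-Ala-diazomethylketone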
Starred values were filed as active, the others as inactive; · = no result given.

SMILES	VLA-4 inh	GRK2 aptamer HTS	HCV core dimer	proCasp7 act	JMJD2C inh	PP5 primary	PP1 inh	procasp3 activ	Fh CTSL1 inh
COc1cc(/C(C)=N\NC(N)=S)cc(OC)c1OC	3	0	-11	1	-1	-0.5	1	0	18*
COc1ccc([C@H]2Cc3cc(O)cc(O)c3C(=O)O2)cc1O	5	4	·	6	4	·	·	13	·
CCOC(=O)CN1C(=O)/C(=C/c2ccccc2Br)Oc2ccccc21	-1	1	-6	1	3	3.0	-4	-12	1
COC(=O)c1cc(C)nc(Sc2ccccc2NC(C)=O)n1	6	0	-1	3	1	-2.5	-2	3	1
CC1=C(/C=C/C(=O)O)C(C)(C)CCC1	15	5	4	-5	-3	-0.6	-3	9	0
CCOc1ccc(C(=O)NCc2ccc3c(c2)OCO3)cc1OCC	8	2	-2	9	-16	-0.4	-5	1	-3
CCc1cc(C(=O)OC)c(NC(=O)CN2CCN(C(=O)c3ccco3)CC2)s1	3	0	-1	-7	4	5.4	5	-7	-7
COc1cc(C2N(c3ccccn3)C(=O)C3CCCN32)cc(OC)c1OC (stereo not given)	-3	59*	-2	4	0	2.2	-5	0	-2
CC(=Nc1ccccc1C(F)(F)F)c1ccncc1	-2	0	-7	0	-10	1.2	7	5	-3
CCn1nnc2sc3c(c2c1=O)CCC(C)C3 (stereo not given)	12	1	-11	6	11	1.3	0	3	-1
O=C(Nc1cccc(-c2ccc(N3CCOCC3)nn2)c1)c1ccc(F)cc1F	0	0	-9	-2	-8	2.2	-4	-1	3
COc1ccc([C@@H]2CC=C(C(=O)O)[C@H](c3ccc(C)cc3)N2S(=O)(=O)c2ccccc2C)cc1	30	1	·	9	·	·	·	4	·
Cc1cc(NC(=O)CSCC(=O)Nc2cc(C(F)(F)F)ccc2N2CCCC2)no1	-10	0	1	-1	18	0.1	-2	-2	6
C=CCN1C(=O)c2ccc(C(=O)N3CCC(C(N)=O)CC3)cc2C1=O	4	1	2	0	-7	1.8	-1	-8	2
CSCC[C@H](NC(=O)NCc1ccc(F)cc1)C(=O)O	5	0	-3	8	1	-0.1	-3	3	-3
N#CCCN/N=C(\Cc1nc2ccccc2[nH]1)c1ccccc1	-14	3	0	2	-5	1.5	1	-3	-3
CC(Nc1nc2ccccc2n2cnnc12)c1ccccc1 (stereo not given)	-2	0	0	7	2	0.9	-2	-2	-2
O=c1[nH]c2ccccc2nc1-c1ccc(Cl)cc1	-55	2	7	6	-24	1.0	-8	-2	0
CCOC(=O)C1(Cc2cccc(OC)c2)CCCN(C(=O)CCc2cccnc2)C1 (stereo not given)	20	0	1	-4	0	-0.4	0	10	4
Cn1c(NCc2ccccc2)nc2c1c(=O)n(Cc1ccc(Br)cc1)c(=O)n2C	9	0	0	6	-1	-0.9	-1	-5	0
COc1ccc2ccccc2c1/C=N/Nc1cccc(C(=O)O)c1	-15	2	-15	10	-4	0.7	2	7	1
COc1ccc(CN(CC(=O)NCc2ccc3c(c2)OCO3)C(=O)c2csnn2)cc1	-2	0	-6	6	-4	-1.6	-1	5	1
Nc1cc(-c2ccccc2)nn1S(=O)(=O)c1ccc(F)cc1	-17	0	4	4	3	1.7	-1	9	-4
CCOc1nc(-c2ccccc2)ncc1Oc1ccccc1	3	2	3	4	-14	1.9	-4	-2	0
Cc1cccc(Oc2cnn(C(C)(C)C)c(=O)c2Cl)c1	24	3	-1	8	1	2.4	0	7	1
Other structures.
SMILES	VLA-4 inh	GRK2 aptamer HTS	HCV core dimer	proCasp7 act	JMJD2C inh	PP5 primary	PP1 inh	procasp3 activ	Fh CTSL1 inh
Cn1cc(S(=O)(=O)Nc2ccc(Cl)cc2Cl)c(=O)n(C)c1=O	0	0	-8	5	3	2.5	1	6	-1
COc1ccc(CNC(=O)C2Cc3cc(S(=O)(=O)N4CCCC4)ccc3N2C(C)=O)c(OC)c1 (stereo not given)	-9	0	3	-5	9	0.9	-3	-4	-1
COCCOC1CCN(C(=O)C2CCC(=O)N(CCc3ccc(OC)cc3)C2)CC1 (stereo not given)	-5	1	-8	-4	-1	-0.6	-1	0	3
CCC1(CC)Cc2ccccc2-c2nc(NCCCO)[nH]c(=O)c21	5	0	-6	0	-6	6.8	7	-2	1
CC1CC(CN)CC(CO)C1 (stereo not given)	15	0	2	15	-1	0.7	-3	-8	1
COc1ccc2nc(NC(=O)Cc3ccc(OC)c(S(=O)(=O)N4CCOCC4)c3)sc2c1	-11	0	1	-7	0	0.4	0	-9	0
Cc1ccc(S(=O)(=O)N(CC(=O)c2ccc(Cl)cc2)C(=O)N2CCN(C)CC2)cc1	-1	0	0	12	2	-2.7	-1	-1	0
CC(O)[C@H]1CNC(=O)C(=O)N1CCc1cc(C(F)(F)F)cc(C(F)(F)F)c1 (stereo not given in full)	27	0	-23	-4	-3	2.6	3	11	4
O=C1NC[C@@H](c2ccccc2)OC(=O)[C@@H](Cc2ccc(F)cc2)CC/C=C/C[C@H]1CC(=O)N(CCO)Cc1ccccc1	4	2	·	6	5	·	·	6	·
Cc1cc2c3c([nH]c2cc1S(=O)(=O)N1CCC2(CC1)OCCO2)CCCC3=O	4	0	-5	-2	-1	0.1	-2	-5	-1
CCOC(=O)C1CCCN(S(=O)(=O)c2ccc(Cl)nc2)C1 (stereo not given)	-17	1	0	5	-4	-0.2	-3	-9	0
O=C(CN1C(=O)CSC1=O)c1ccccc1	4	0	0	7	5	1.9	-6	8	4
O=C(CCCn1c(=O)[nH]c2ccsc2c1=O)NC1CCCCC1	4	0	1	-5	6	2.4	-3	1	-2
CCC1Oc2ccc(C)cc2N(CC(=O)N(Cc2ccncc2)Cc2ccco2)C1=O (stereo not given)	-19	0	2	12	0	0.8	-2	-8	3
O=C(CN(C(=O)c1cc2c(s1)CCC2)C1CCCC1)NCc1cccs1	4	0	0	0	3	1.0	-3	-2	-3
Cc1nc(N/N=C\c2ccc3c(c2)OCO3)sc1C	5	4	-8	2	6	1.7	1	-10	-1
CC1CCCC(C)N1C(=O)COC(=O)C(Cc1ccccc1)NC(=O)c1cccs1 (stereo not given)	-2	2	1	4	2	0.6	1	6	-7
Cc1ccc([N+](=O)[O-])cc1NC(=O)c1ccc(C(C)(C)C)cc1	24	0	6	14	4	4.4	0	7	1
Cc1onc(-c2ccccc2)c1C(=O)Nc1ccc(C(=O)N2CCCCC2)cc1	-4	1	1	8	1	1.5	1	10	-4
CCOC(=O)CCc1c(C)c2ccc(OCc3cc([N+](=O)[O-])ccc3OC)c(C)c2oc1=O	10	0	-1	9	-5	-1.3	2	1	-2
Cc1cc(S(=O)(=O)Nc2cccnc2)c(C)s1	-2	34	4	2	-2	0.9	0	11	0
O=C(COC(=O)c1ccc([N+](=O)[O-])cc1Cl)NC(=O)c1ccccc1	7	2	6	5	6	-1.9	-3	2	-1
COCCn1c(SCC(=O)N(C(C)C)C(C)C)nnc1-c1cc2ccccc2cc1O	4	0	1	-4	24	0.6	-4	5	-4
CCC(C)C(NC(=O)C1CCC(C)CC1)C(=O)NCCCN1CCCCC1CC (stereo not given)	-5	0	-5	3	162	2.4	-2	5	4
C=CCn1c2ccccc2c2nnc(SCC(=O)O)nc21	-2	2	9	-4	-9	5.0	-3	14	1
COC(=O)c1ccc(NC(=S)NCc2ccco2)cc1	10	1	1	3	-41	2.3	5	3	0
CCC(C)NC(=O)CSc1nc2ccccc2c(=O)n1-c1c(C)n(C)n(-c2ccccc2)c1=O (stereo not given)	-2	1	12	4	2	-0.5	-1	1	-7
O=C(N/N=C/c1ccncc1)c1cc([N+](=O)[O-])cc([N+](=O)[O-])c1	3	0	-7	-5	-11	3.2	-1	-4	0
Cc1ccsc1/C=C1/C(=O)NN(c2ccccc2)C1=O	-23	0	-18	-3	-5	2.5	4	-3	5

Structures shown so far with four or more nitrogen atoms (ten):
SMILES	VLA-4 inh	GRK2 aptamer HTS	HCV core dimer	proCasp7 act	JMJD2C inh	PP5 primary	PP1 inh	procasp3 activ	Fh CTSL1 inh
O=C(Nc1cccc(-c2ccc(N3CCOCC3)nn2)c1)c1ccc(F)cc1F	0	0	-9	-2	-8	2.2	-4	-1	3
Cc1cc(NC(=O)CSCC(=O)Nc2cc(C(F)(F)F)ccc2N2CCCC2)no1	-10	0	1	-1	18	0.1	-2	-2	6
N#CCCN/N=C(\Cc1nc2ccccc2[nH]1)c1ccccc1	-14	3	0	2	-5	1.5	1	-3	-3
CC(Nc1nc2ccccc2n2cnnc12)c1ccccc1 (stereo not given)	-2	0	0	7	2	0.9	-2	-2	-2
Cn1c(NCc2ccccc2)nc2c1c(=O)n(Cc1ccc(Br)cc1)c(=O)n2C	9	0	0	6	-1	-0.9	-1	-5	0
COc1ccc(CN(CC(=O)NCc2ccc3c(c2)OCO3)C(=O)c2csnn2)cc1	-2	0	-6	6	-4	-1.6	-1	5	1
COCCn1c(SCC(=O)N(C(C)C)C(C)C)nnc1-c1cc2ccccc2cc1O	4	0	1	-4	24	0.6	-4	5	-4
C=CCn1c2ccccc2c2nnc(SCC(=O)O)nc21	-2	2	9	-4	-9	5.0	-3	14	1
CCC(C)NC(=O)CSc1nc2ccccc2c(=O)n1-c1c(C)n(C)n(-c2ccccc2)c1=O (stereo not given)	-2	1	12	4	2	-0.5	-1	1	-7
O=C(N/N=C/c1ccncc1)c1cc([N+](=O)[O-])cc([N+](=O)[O-])c1	3	0	-7	-5	-11	3.2	-1	-4	0
